GDH-TPI inh – GDH-TPI coupled enzyme inhibition counter-screen; GDH-TPI coupled enzyme counterscreen, NADH absorbance; 360,000 compounds, 1.2% hits; inhibition, % at 4.8 µM; AID 588335;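 note: 0% = DMSO wells and 100% = wells lacking the enzyme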
Mtb BioA inh – inhibitors of Mycobacterium tuberculosis BioA enzyme; purified M. tuberculosis BioA enzyme, plate reader; AID 602481; inhibition, % at 9.99 µM; 360,000 compounds, 0.096% hits; in the data active = inhibition above about 40%; inconclusive = no clear call, values can overlap the other calls
UGM FP inh – Mtb UDP-galactopyranose mutase inhibition; P9WIQ1; purified UGM, fluorescence polarization probe displacement; inhibition, % at 10 µM; AID 504406; 320,000 compounds, 0.06% hits; in the data active = inhibition above about 10%, passing the limit was not always enough; inconclusive = no clear call, values can overlap the other calls
Target sequence (P9WIQ1 whole entry, looked up): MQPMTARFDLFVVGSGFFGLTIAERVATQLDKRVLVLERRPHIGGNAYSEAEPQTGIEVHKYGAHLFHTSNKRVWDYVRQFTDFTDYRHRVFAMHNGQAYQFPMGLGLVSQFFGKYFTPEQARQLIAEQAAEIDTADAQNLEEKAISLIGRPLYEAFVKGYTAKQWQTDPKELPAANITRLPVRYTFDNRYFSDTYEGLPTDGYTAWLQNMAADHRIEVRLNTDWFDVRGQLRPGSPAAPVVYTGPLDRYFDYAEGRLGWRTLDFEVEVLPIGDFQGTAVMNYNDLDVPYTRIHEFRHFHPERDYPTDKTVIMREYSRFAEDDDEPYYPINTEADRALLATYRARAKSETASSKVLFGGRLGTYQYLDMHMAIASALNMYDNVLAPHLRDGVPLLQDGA
CCHFV vOTU inh – blocks the CCHF virus ovarian tumor domain protease | CCHFV vOTU protease, Pep-AMC fluorescence | inhibition, % at 11.5 µM | 370,000 compounds, 0.55% hits; note: 0% = vehicle wells with enzyme and 100% = no enzyme wells
BoNT-A LC inh2 – blocks Botulinum neurotoxin A light chain protease | inhibition, % at 10 µM | 360,000 compounds, 0.17% hits | multiplex microsphere protease substrate cleavage, flow cytometry; in the data active = inhibition above about 30%; inconclusive = no clear call, values can overlap the other calls; note: plate controls were buffer without enzyme for full effect and enzyme alone for no effect
FadD28 FP inh – blocks FadD28 binding to the bisubstrate probe; fluorescence polarization; inhibition, % at 12.5 µM; 360,000 compounds, 0.22% hits; in the data active = inhibition above about 8.5%, passing the limit was not always enough; inconclusive = no clear call, values can overlap the other calls
BoNT-F LC inh – BoNT F light chain protease inhibition; Multiplex microsphere protease cleavage assay, flow cytometry; inhibition, % at 10 µM; 360,000 compounds, 0.22% hits; in the data active = inhibition above about 35%, passing the limit was not always enough; inconclusive = no clear call, values can overlap the other calls; note: plate controls were buffer without enzyme for full effect and enzyme alone for no effect
PrPC surface inh – inhibitors of human cell surface prion protein PrPC | P04156 | TR-FRET read-out | inhibition, % at 13.8 µM | AID 720596 | 370,000 compounds, 0.43% hits; in the data active = inhibition above about 24%; note: 0% = median of the test wells and 100% = reference compound wells
FBA Mtb inh – inhibits M. tuberculosis FBA enzyme | AID 588726 | inhibition, % at 1 µM | purified M. tuberculosis FBA, fluorescence read-out | 360,000 compounds, 2.3% hits | P9WQA3; in the data active = inhibition above about 27%;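 note: 0% = vehicle and 100% = reference inhibitor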
Target sequence (P9WQA3 whole entry, looked up): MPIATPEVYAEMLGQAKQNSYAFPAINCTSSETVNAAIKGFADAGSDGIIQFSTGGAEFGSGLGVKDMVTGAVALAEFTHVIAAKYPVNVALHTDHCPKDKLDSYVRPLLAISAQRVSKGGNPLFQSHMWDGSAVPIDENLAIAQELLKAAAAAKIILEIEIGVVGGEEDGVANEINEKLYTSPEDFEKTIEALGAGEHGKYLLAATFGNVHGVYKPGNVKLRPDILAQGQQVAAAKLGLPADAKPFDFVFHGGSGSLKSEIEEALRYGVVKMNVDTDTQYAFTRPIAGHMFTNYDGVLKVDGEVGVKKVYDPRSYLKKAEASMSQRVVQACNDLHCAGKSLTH
Numbers without * were called inactive; u = inconclusive; x = no result given; & = joins results of further samples. Cut-off read from the data, not from the text of the source, unless noted: active = inhibition above about 30%; inactive = the rest. Rows are unselected; overall some 4.8% were active at least once.

Short keys – A = GDH-TPI inh; B = Mtb BioA inh; C = UGM FP inh; D = CCHFV vOTU inh; E = BoNT-A LC inh2; F = FadD28 FP inh; G = BoNT-F LC inh; H = PrPC surface inh; I = FBA Mtb inh
Cc1ccc(S(=O)(=O)CC(=O)c2cc3cccc(C)c3oc2=O)cc1
  A = 3; B = -5.0; C = 1.7; D = 9; E = 1.8; F = -1.7; G = 9; H = -4; I = 3

Cc1cc(/C=C(\C#N)C(=O)NCc2ccco2)c(C)n1-c1ccc(C(=O)O)cc1
  A = 19; B = x; C = 0.7; D = 13; E = 0.0; F = 1.6; G = 7; H = -5; I = 0

Cc1ccc(S(=O)(=O)N2CCC(C(=O)OC(C)C(=O)NCc3ccccc3)CC2)cc1C (stereo not drawn)
  A = -1; B = 2.0; C = 1.9; D = 10; E = 5.6; F = 0.3; G = 7; H = 7; I = 0

CC1(C)CC(=O)C(C(c2ccncc2)C2C(=O)CC(C)(C)CC2=O)C(=O)C1
  A = -2; B = -0.9; C = 0.4; D = -2; E = 0.6; F = u; G = -10; H = 2; I = 1

O=C(Nc1cccc(-c2cnc3ccccc3n2)c1)c1ccccc1
  A = 23; B = -1.2; C = -3.0; D = -4; E = -0.3; F = -2.0; G = 1; H = -3; I = 0

COc1cc(N2CN=c3s/c(=C\c4ccccn4)c(=O)n3C2)cc(OC)c1OC
  A = 14; B = 1.5; C = 1.9; D = 11; E = 0.0; F = 0.5; G = -2; H = -21; I = -5

COc1ccc(NC(=O)NNC(=O)COc2ccc3cc(Br)ccc3c2)cc1OC
  A = -9; B = -1.4; C = -2.3; D = 4; E = 1.3; F = -3.8; G = 8; H = 42*; I = 0

CSc1ccc(NC(=O)C2(C)CCN2C(=O)c2sccc2C)cc1 (stereo not drawn)
  A = 3; B = -0.3; C = x; D = 2; E = -0.5; F = -1.1; G = -5; H = -5; I = 0

COc1ccc2cnnc(SCC(=O)Nc3ccccc3)c2c1OC
  A = 10; B = 5.0; C = 2.9; D = -11; E = 1.8; F = -0.7; G = 12; H = 9; I = -1

Cc1c(CN2CCC(Oc3ccc(C(=O)N4CCCCC4)cc3)CC2)cnn1C
  A = -4; B = -2.4; C = 1.4; D = -7; E = 2.9; F = -4.0; G = 0; H = 2; I = -1

Brought forward from above: 3 entries; new compounds follow.
Short keys – A = GDH-TPI inh; B = Mtb BioA inh; C = UGM FP inh; D = CCHFV vOTU inh; E = BoNT-A LC inh2; F = FadD28 FP inh; G = BoNT-F LC inh; H = PrPC surface inh; I = FBA Mtb inh
CSc1ccc(NC(=O)C2(C)CCN2C(=O)c2sccc2C)cc1 (stereo not drawn)
  A = 3; B = -0.3; C = x; D = 2; E = -0.5; F = -1.1; G = -5; H = -5; I = 0

COc1ccc2cnnc(SCC(=O)Nc3ccccc3)c2c1OC
  A = 10; B = 5.0; C = 2.9; D = -11; E = 1.8; F = -0.7; G = 12; H = 9; I = -1

Cc1c(CN2CCC(Oc3ccc(C(=O)N4CCCCC4)cc3)CC2)cnn1C
  A = -4; B = -2.4; C = 1.4; D = -7; E = 2.9; F = -4.0; G = 0; H = 2; I = -1

CCOc1ccc(Br)cc1C(=O)N/N=C/c1cccc(C)n1
  A = 2; B = -1.6; C = 1.8; D = -1; E = 2.4; F = -2.7; G = 21; H = -4; I = 2

CCc1nc2c(OCc3cc(Cl)cc(Cl)c3)cccn2c1N(C=O)Cc1ccc(OC)cc1
  A = -16; B = 0.0; C = x; D = 24; E = 0.1; F = -7.3; G = 4; H = 14; I = -1

COc1ccc(S(=O)(=O)N2CCCCC2)cc1NC(=O)C1COc2ccccc2O1 (stereo not drawn)
  A = -7; B = 2.0; C = 0.7; D = -4; E = 1.4; F = -5.1; G = -3; H = -4; I = -3

Cc1cccc(C(C)C)c1NC(=O)COC(=O)CCC(=O)N(CC(C)C)c1c(N)n(CC(C)C)c(=O)[nH]c1=O
  A = -7; B = -0.5; C = x; D = 7; E = 0.8; F = -3.0; G = 6; H = -6; I = -1

COc1cc(OC)c(C2SCCS2)c(OC)c1
  A = -8; B = 2.4; C = 2.0; D = 12; E = -0.2; F = -19; G = 0; H = -7; I = -3

Nc1ccc(N=Nc2ccccc2)c2ccccc12
  A = 0; B = -0.3; C = 0.4; D = 6; E = -2.2; F = -0.1; G = -5; H = 5; I = 1

CC1=CC2OC3CC4OC(=O)C=CC=CC(=O)OCCC(C)C(O)C(=O)OCC2(CC1)C4(C)C31CO1 (stereo not drawn)
  A = 3; B = x; C = x; D = -10; E = -0.7; F = -2.9; G = -17; H = 82*; I = -1

CC(C)C(=O)O/N=C(\N)c1ccc(Oc2ccc(Cl)cc2)c([N+](=O)[O-])c1
  A = -3; B = x; C = -0.4; D = -4; E = -0.9; F = -3.6; G = 1; H = -1; I = 6

Cc1cccc(OCC(=O)NNC(=O)CSc2ncc(C#N)c(N)n2)c1
  A = 8; B = -5.8; C = 4.0; D = 7; E = 8.5; F = -4.0; G = 11; H = 4; I = -3

CCn1c(SCC(=O)c2ccc(O)c(O)c2)nnc1-c1ccccc1
  A = 7; B = x; C = 1.9; D = 1; E = 0.3; F = -3.8; G = 2; H = -4; I = -3

O=C(N/N=C/c1cn(Cc2cccc(F)c2)c2ccccc12)c1cc(O)cc(O)c1
  A = 25; B = -0.4; C = -1.2; D = 6; E = -1.0; F = 17*; G = -2; H = 0; I = 1

CCOc1ccc2nc(NC(=O)c3cccc(-c4cc5ccccc5oc4=O)c3)sc2c1
  A = 17; B = x; C = 0.5; D = 6; E = 0.3; F = -1.0; G = 5; H = -1; I = 1

Cc1ccc(NS(=O)(=O)c2ccc(N3C(=O)CCC3=O)cc2)cc1
  A = 4; B = 0.0; C = 0.6; D = 0; E = 7.0; F = -3.8; G = 10; H = 6; I = 0

O=C1CCC(C(=O)N2CCN(c3cnccn3)CC2)CN1CCc1ccccc1 (stereo not drawn)
  A = 11; B = -0.7; C = x; D = -7; E = 0.0; F = -0.1; G = 7; H = -1; I = 3

CC1CC(C)(C)CC2(C1)NC(=O)N(CC(=O)N(C)Cc1nc3ccccc3c(=O)[nH]1)C2=O (stereo not drawn)
  A = -7; B = 0.0; C = 0.8; D = 1; E = -1.6; F = x; G = 0; H = -6; I = -4

Cc1cc(C(=O)OCC(=O)N(C)c2ccccc2)ccc1[N+](=O)[O-]
  A = 5; B = 9.0; C = 1.3; D = 20; E = -0.8; F = -1.6; G = -5; H = -8; I = 3

Cc1cc(C)n(CC(=O)NN)n1
  A = 4; B = x; C = 2.7; D = -5; E = 0.0; F = -2.3; G = -1; H = -2; I = -4

Cc1cccc[n+]1C1C(c2ccc([N+](=O)[O-])cc2)C(C#N)=C(C(=C=[N-])C#N)NC1(O)C1CC1 (stereo not drawn)
  A = 6; B = x; C = -0.6; D = 6; E = -0.3; F = 2.6; G = -4; H = 39*; I = 6

O=C(O)CCSc1nnc(SCC(=O)NC2CCS(=O)(=O)C2)s1 (stereo not drawn)
  A = -1; B = -1.2; C = -2.1; D = 6; E = -0.5; F = 0.3; G = -6; H = -1; I = -1

Cc1ccc(CCCOC(=O)C[N+]2(C)CCCCC2)cc1
  A = 1; B = x; C = 0.5; D = -18; E = -0.3; F = -2.6; G = -4; H = -2; I = 2

CCOC(=O)C[C@H]1c2ccc(C(F)(F)F)cc2S(=O)(=O)N1C(C)C
  A = 3; B = 0.7; C = -0.1; D = 7; E = 0.0; F = -2.3; G = 0; H = 7; I = -3

CC1(C(=O)N2CCN(c3ccccc3)CC2)CC1(Cl)Cl (stereo not drawn)
  A = 0; B = -1.5; C = 2.3; D = 3; E = -0.6; F = -1.2; G = -9; H = -2; I = 1

COc1ccc2nc(SCC(=O)NCc3ccc(F)cc3)[nH]c2c1
  A = -9; B = 2.4; C = 0.1; D = 2; E = -1.9; F = -4.1; G = -20; H = 8; I = 2

Nc1ccc(-c2cn3cccnc3n2)cc1
  A = 38*; B = -1.9; C = x; D = 1; E = -1.2; F = 0.4; G = -2; H = -3; I = 8

CSc1nc(N)nc(N(C)C)n1
  A = 3; B = -0.7; C = -0.8; D = -3; E = -0.4; F = -0.5; G = 4; H = 3; I = 1

O=C(CSc1nnc2ccc(-c3ccccn3)nn12)Nc1ccccc1
  A = 1; B = -0.9; C = -5.8; D = -5; E = x; F = -1.6; G = x; H = 2; I = 0

Cc1ccc(C)c(OCCCN2CCCC2)c1
  A = -7; B = 3.7; C = 1.0; D = -5; E = -0.8; F = -1.8; G = 0; H = 5; I = -1

O=c1cc(NC2CCCCCC2)[nH]c(=O)[nH]1
  A = -6; B = -1.8; C = -0.1; D = 6; E = -0.2; F = -4.4; G = -13; H = 8; I = -1

COC(=O)c1cn(-c2ccc(Cl)cc2)c(=O)c2ccccc12
  A = -11; B = -3.4; C = -3.0; D = -8; E = 0.1; F = -2.6; G = 2; H = 2; I = -2

O=S(=O)(Nc1ccc2c(c1)nc1n2CCN(Cc2ccccc2)C1)c1ccccc1
  A = 19; B = x; C = 2.4; D = -4; E = 3.1; F = -3.1; G = -15; H = 11; I = 4

CN(CC(=O)NCc1ccc2c(c1)OCO2)S(=O)(=O)c1ccc(F)cc1
  A = -4; B = x; C = 1.6; D = 20; E = -1.1; F = 0.9; G = -11; H = 6; I = 2

Cc1cc(/C=N/NC(=O)C(=O)N2CCCC2)c(C)n1-c1cccc(Br)c1
  A = 8; B = 1.9; C = -2.3; D = -5; E = 0.0; F = -4.1; G = 5; H = -1; I = 0

N#CC(CO)(Cc1ccc(OC(F)F)cc1)c1nc2ccccc2[nH]1 (stereo not drawn)
  A = -4; B = x; C = -1.0; D = -7; E = -0.3; F = -3.9; G = -4; H = 1; I = 1

CCN(CC)CCNC(=O)C12CC3CC(CC(C3)C1)C2
  A = 11; B = -0.3; C = 0.6; D = 8; E = 0.0; F = -0.8; G = 4; H = 5; I = 3

COc1ccc(C)cc1NC(=O)NC1CCCCCCC1
  A = -11; B = 0.6; C = -1.1; D = 4; E = 0.4; F = -2.4; G = 4; H = 3; I = 2

C[C@H]1CN([C@@H](C)CO)C(=O)c2cc(Br)cnc2O[C@H]1CN(C)S(=O)(=O)c1cccs1
  A = 1; B = 6.3&7.4; C = x; D = -6; E = 0.4; F = -0.9; G = 5; H = -7; I = 28*

CCOCCCNC(=O)C1CCC(CNS(=O)(=O)c2ccc(F)cc2)CC1 (stereo not drawn)
  A = 3; B = -1.5; C = -3.5; D = 9; E = 0.3; F = -0.9; G = 7; H = 3; I = 1

Cc1ccccc1NC(=O)NNC(=O)COc1ccc2ccccc2c1
  A = 1; B = 0.3; C = 3.4; D = -2; E = -0.1; F = 0.0; G = 9; H = 5; I = 1

C[C@@H](C(=O)Nc1nccs1)N1C(=O)C2CC=CCC2C1=O (stereo partly drawn)
  A = -12; B = 2.7; C = 5.3; D = 11; E = 0.4; F = -3.0; G = 8; H = -1; I = -1

CNC(=O)C(=O)NCCN1CCN(C(=O)c2ccc([N+](=O)[O-])cc2)CC1
  A = 4; B = 0.4; C = 0.0; D = 8; E = -0.5; F = 0.9; G = -1; H = -31; I = 2

CC(=O)N1c2ccc(S(=O)(=O)NCC3CCC(C(=O)Nc4cccc(C)n4)CC3)cc2CC1C (stereo not drawn)
  A = -9; B = 1.3; C = 1.2; D = 10; E = 0.5; F = -4.1; G = 5; H = 10; I = -2

O=C(Nc1cccc(-c2nc3cccnc3s2)c1)c1ccc(Cl)nc1
  A = 16; B = 11; C = -0.5; D = -1; E = 0.1; F = -1.0; G = -2; H = -1; I = 2

CCCNC(=S)N1CCN(C)CC1
  A = -9; B = -1.1; C = 0.1; D = -15; E = 1.0; F = -2.5; G = 1; H = -5; I = 1

Cc1ccc(C(=O)n2cnnc2N)cc1C
  A = 4; B = 0.0; C = -2.2; D = 5; E = -0.7; F = -6.7; G = -3; H = -1; I = 0

O=S(=O)(NCc1ccco1)c1cnc(Cl)c(Cl)c1
  A = -3; B = -0.6; C = -1.1; D = -1; E = 0.1; F = -2.0; G = 0; H = -3; I = 4

CCc1cc2c(=O)nc3n(c2s1)Cc1ccccc1/C3=C(/O)c1cccc([N+](=O)[O-])c1
  A = 7; B = -1.7; C = 1.5; D = x; E = 0.3; F = -0.4; G = -3; H = x; I = 1

Cc1ccc(S(=O)(=O)Nc2c(C)nn(C)c2C)cc1C
  A = 5; B = -0.4; C = 3.5; D = -5; E = 3.0; F = -0.3; G = u; H = 1; I = 1

Cc1ccc(C(=O)NCC(=O)N2CCN(c3ncccn3)CC2)s1
  A = 0; B = 1.3; C = 1.6; D = -7; E = -0.1; F = -4.3; G = -2; H = 1; I = 1
